Abs 340nm: compounds absorbing at 340 nm; fold change at 10 µM; compound absorbance at 340 nm, fold over control; AID 708; 65,000 tested, under 10 active;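 active = at 10 µM dose, initial 340 nm absorbance at least 2 fold that of control wells; inactive = change under 2 fold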;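 also: initial absorbance extrapolated from kinetic A340 decline of NADH oxidation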
HEK293 NFkB inh: inhibitors of the PMA/ionomycin-induced NF-kB reporter in HEK293 cells. HEK-293 NF-kB luciferase reporter, luminescence. inhibition, % at 3 µM. actives 0.21% (n = 62,000). AID 465;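 active = inhibition above the mean of all tested compounds plus 3 SD, cut at about 40% in these data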;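 also: 0% = stimulated DMSO wells and 100% = 10 µM reference inhibitor 5653914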
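Signal: luciferase luminescence; Material: HEK-293 cells with stable firefly luciferase reporter driven by four HIV NF-kB elements; Probe or stimulus: PMA with ionomycin; Replication: tested once; Times: 1 h compound pretreatment, then 16 h stimulation at 37 °C, 5% CO2; Benchmarks: DMSO and 10 µM reference inhibitor; Evaluation: per-plate % inhibition versus controls.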
Ecoli tolC: blocks growth of E. coli BW25113 tolC mutant. OD615. growth inhibition, % at 10 µM (by protocol). actives 2.2% (n = 65,000);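 active = growth inhibition at or above a cutoff equal to the mean over every tested compound plus 3 SD, cut at about 60% in these data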;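 also: growth measured after 20 h incubation at 37 °C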
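Material: E. coli BW25113 ΔtolC::kan, tolC deletion mutant strain. Measure: percent growth inhibition. Schedule: 37 °C, 20 h exposure. Doses: single-point testing at 10 µM. Signal: A615 absorbance measurement. Buffer or medium: kanamycin-containing LB broth (50 µg/mL).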
JNK3 blocker: blocks human JNK3 kinase activity. P53779. purified JNK3 kinase activity, HTS. inhibition, % at 8 µM. actives 0.61% (n = 60,000). AID 746; in the data active = inhibition above about 17%;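 also: 0% = DMSO and 100% = reference inhibitor; many of its hits are not listed in these tables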
NADH coupling: blocks coupling enzymes of NAD/NADH assays | actives 0.02% (n = 65,000) | AID 774 | coupled PK/LDH NADH assays, four targets | IC50, µM (doses to about 10 µM), without a hit: at the highest dose inhibition;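 active = single-dose screening hits from any of four coupled enzyme assays that gave an IC50 when retested across doses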;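 also: the DPM-DC format reads NADH fluorescence rather than 340 nm absorbance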
ROCK2 blocker: inhibitors of human Rho kinase 2 | AID 604 | purified ROCK2, Kinase-Glo ATP depletion luminescence | O75116 | inhibition, % at 6 µM | actives 0.35% (n = 60,000);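 active = inhibition above the screen-wide mean inhibition plus 3 SD, cut at about 18% in these data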;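 also: plate controls were DMSO wells for no effect and Y-27632 control wells after no-enzyme background subtraction for full effect; many of its hits are not listed in these tables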
Target sequence (O75116 whole entry, looked up): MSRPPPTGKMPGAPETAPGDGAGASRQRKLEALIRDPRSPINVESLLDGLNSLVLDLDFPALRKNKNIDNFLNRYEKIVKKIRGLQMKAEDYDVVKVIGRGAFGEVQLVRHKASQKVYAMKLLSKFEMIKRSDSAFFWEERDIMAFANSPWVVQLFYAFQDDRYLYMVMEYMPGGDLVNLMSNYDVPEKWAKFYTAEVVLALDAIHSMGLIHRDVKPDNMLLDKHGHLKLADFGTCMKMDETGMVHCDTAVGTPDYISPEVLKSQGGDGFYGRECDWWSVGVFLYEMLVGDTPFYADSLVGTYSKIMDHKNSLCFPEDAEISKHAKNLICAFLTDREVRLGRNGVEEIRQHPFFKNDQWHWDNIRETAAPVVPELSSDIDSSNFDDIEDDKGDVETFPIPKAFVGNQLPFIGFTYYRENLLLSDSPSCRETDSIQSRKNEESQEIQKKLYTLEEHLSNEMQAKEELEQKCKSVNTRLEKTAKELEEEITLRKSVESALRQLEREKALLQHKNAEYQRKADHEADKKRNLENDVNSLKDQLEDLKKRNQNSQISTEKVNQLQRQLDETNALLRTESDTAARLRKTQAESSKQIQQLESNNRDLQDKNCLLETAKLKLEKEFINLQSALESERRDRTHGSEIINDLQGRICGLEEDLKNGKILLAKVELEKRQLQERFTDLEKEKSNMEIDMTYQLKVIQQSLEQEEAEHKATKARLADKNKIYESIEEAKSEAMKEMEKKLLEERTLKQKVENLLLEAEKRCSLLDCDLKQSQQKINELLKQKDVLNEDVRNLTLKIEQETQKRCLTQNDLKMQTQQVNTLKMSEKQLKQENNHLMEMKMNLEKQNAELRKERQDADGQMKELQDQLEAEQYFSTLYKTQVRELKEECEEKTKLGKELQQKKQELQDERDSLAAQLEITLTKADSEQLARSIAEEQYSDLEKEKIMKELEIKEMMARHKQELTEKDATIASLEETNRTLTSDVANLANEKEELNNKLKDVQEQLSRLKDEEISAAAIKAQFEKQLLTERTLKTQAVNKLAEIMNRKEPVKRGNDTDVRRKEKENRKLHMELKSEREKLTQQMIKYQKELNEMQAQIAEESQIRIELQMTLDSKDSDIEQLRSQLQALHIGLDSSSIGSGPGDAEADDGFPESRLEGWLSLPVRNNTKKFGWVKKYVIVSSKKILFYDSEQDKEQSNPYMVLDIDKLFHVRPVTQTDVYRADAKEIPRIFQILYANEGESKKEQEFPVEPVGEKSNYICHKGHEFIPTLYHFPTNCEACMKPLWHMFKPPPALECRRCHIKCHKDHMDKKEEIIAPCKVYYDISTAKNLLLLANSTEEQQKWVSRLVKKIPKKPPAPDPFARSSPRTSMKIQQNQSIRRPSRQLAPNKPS
PKA inh: PKA (human) kinase inhibition; P17612; PKA Kemptide phosphorylation, Kinase-Glo ATP luminescence; inhibition, % at 6 µM; actives 0.1% (n = 65,000); AID 524;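 active = inhibition above the screen-wide mean inhibition plus 3 SD, cut at about 21% in these data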; also: many of its hits are not listed in these tables
MMP13 inh: MMP13 (human) collagenase inhibition | P45452 | MMP-13 fTHP FRET cleavage, Mca fluorescence | inhibition, % at 4 µM | actives 0.07% (n = 65,000) | AID 570;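 active = inhibition above the mean of compound-free control plate wells plus 3 SD, cut at about 14% in these data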;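 also: 0% = DMSO wells and 100% = wells with reference MMP-13 inhibitor after basal subtraction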
Autofluor 339: intrinsic fluorescence of library compounds, ex339/em460 – biochemical, MLSMR library, data from DPM-DC assay, artefact control, profiling panel | compound autofluorescence, ex339/em460 nm, NADH buffer; stronger effect = higher value; 1 = no-compound wells, NADH background | actives 5.5% (n = 65,000) | fluorescence fold increase at 10 µM;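 active = at 10 µM, mean starting fluorescence two-fold or more over control wells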;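 also: signal is the first read of a kinetic run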
* marks the source's active call; other numbers are inactive results; · = not tested or not shown; [ ] = another dose, or the depositor's remark. Some of the compounds tested; rates above refer to the full screens.

1: CN(CC(=O)N1CCc2ccccc2C1)S(=O)(=O)c1ccc2c(c1)c(=O)n(C)c(=O)n2C
2: COc1cc(NCCCC(C)N)c2ncccc2c1 (stereo unspecified)
3: COC(=O)c1ccc(NC(=O)c2cnc3scc(C)n3c2=O)cc1
4: CCOCCCN1CC(C(=O)NCCc2ccc(C)cc2)CC1=O (stereo unspecified)
5: Cc1cccc(NC(=O)C2CCCN2C(=O)OCC(C)C)c1C (stereo unspecified)
6: O=C(NCc1ccco1)c1ccc2ccccc2c1
7: Cc1ccc(OCc2nnc(SCC(=O)c3ccccc3)n2Cc2ccco2)cc1
8: CS(=O)(=O)N1CCc2cc(S(=O)(=O)Nc3ccc4oc5c(c4c3)CCCC5)ccc21
9: CS(=O)(=O)N1CCN(c2nc3ccccc3s2)CC1
10: Cc1cc(C)c(C(=O)CSc2n[nH]c(=O)n2C2CC2)cc1C

entry no. | 1 | 2 | 3 | 4 | 5 | 6 | 7 | 8 | 9 | 10
Abs 340nm | 1 | 1 | 1.1 | 0.99 | 0.98 | 1.1 | 0.98 | 0.99 | 1 | 1
HEK293 NFkB inh | -2 | 8 | 3 | 8 | 11 | -1 | 13 | 14 | -7 | 12
Ecoli tolC | -2 | -15 | -22 | -27 | -3 | 5 | 40 | 8 | -12 | 12
JNK3 blocker | -1 | -10 | -1 | -3 | 2 | 3 | 1 | 3 | -3 | 0
NADH coupling | 6% | 5% | 4% | 4% | 2% | 0% | 4% | 3% | 7% | 7%
ROCK2 blocker | -3 | -9 | 6 | -1 | 5 | -3 | -10 | 5 | -4 | 8
PKA inh | -8 | -15 | 10 | -1 | 17 | -7 | 6 | 13 | 0 | 6
MMP13 inh | 2 | 3 | 1 | 1 | 5 | 8 | 0 | 5 | 0 | -10
Autofluor 339 | 1 | 0.9 | 1.2 | 1.1 | 1 | 1.1 | 1.1 | 1 | 1.1 | 1.1

11: COCCOCCn1c(CCCO)nc2ccccc21
12: CCOC(=O)c1cc2occc2n1CC(=O)N1CCCc2ccccc21
13: CSc1nnc(-c2cc3ccccc3cc2O)n1C
14: Cc1nc2ccc(NC(=O)c3c(-c4ccccc4)noc3C)cc2s1
15: CCOc1ccc(N(CC(=O)NCc2ccccc2OC)S(C)(=O)=O)cc1
16: C=CCn1c(SCC(=O)Nc2cc(C)ccc2OC)nnc1-c1ccco1
17: O=C(Nc1ccc(N2CCOCC2)c(F)c1)c1ccncc1
18: CC1CCCCC1NC(=O)Cn1ncc2ccccc21 (stereo unspecified)
19: Cc1n[nH]c(C)c1S(=O)(=O)N1CCCC(C(=O)NCc2cccs2)C1 (stereo unspecified)
20: C=CCn1cnc2c(c1=O)c1nc3ccccc3nc1n2-c1ccccc1

entry no. | 11 | 12 | 13 | 14 | 15 | 16 | 17 | 18 | 19 | 20
Abs 340nm | 1 | 1 | 1.1 | 1 | 1 | 1 | 1 | 0.98 | 0.99 | 1.1
HEK293 NFkB inh | 7 | -1 | -18 | 0 | 2 | 15 | 8 | 0 | -1 | 18
Ecoli tolC | -16 | 16 | 1 | 5 | -14 | 24 | -13 | -15 | -13 | 5
JNK3 blocker | 2 | 4 | · | -3 | -1 | 6 | 6 | 3 | 2 | -3
NADH coupling | 1% | 4% | 3%[fluoresces] | 6% | 8% | 3% | 3% | 2% | 8% | 13%
ROCK2 blocker | 4 | 2 | · | 3 | 7 | 2 | -11 | 5 | 1 | 6
PKA inh | 4 | 6 | -4 | 4 | 2 | 6 | -4 | 5 | 4 | 11
MMP13 inh | 2 | -4 | -25 | -1 | 0 | 0 | 2 | -1 | -1 | -12
Autofluor 339 | 1.1 | 1.1 | 2.3* | 1.1 | 1.1 | 1.1 | 1.1 | 1 | 1.1 | 2.4*

21: CCN(CC)S(=O)(=O)c1ccc2oc(C(=O)O)c(C)c2c1
22: Cc1ccc(C)c(N2CCN(C(=O)C3CCN(c4nnc(N5CCCC5=O)s4)CC3)CC2)c1
23: CC1CC(C(O)c2ccccn2)C(=O)C(C(O)c2ccccn2)C1 (stereo unspecified)
24: O=C(Nc1nccs1)c1cccc(S(=O)(=O)N2CCOCC2)c1
25: O=C(COC(=O)c1ccccn1)Nc1ccccc1Cl
26: CCOC(=O)N1CCC(NS(=O)(=O)c2ccc3c(c2)C(C)(C)C(=O)N3C)CC1
27: Cn1c(Cn2c(=O)sc3ccccc32)nnc1SCC(=O)NCc1ccccc1Cl
28: O=C(O)C1(c2cccc(Cl)c2)CCC1
29: O=C(c1cc2ccccc2o1)n1nnc2ccccc21
30: CCC(Oc1ccccc1)C(=O)N1CC(C)CC(C)C1 (stereo unspecified)

entry no. | 21 | 22 | 23 | 24 | 25 | 26 | 27 | 28 | 29 | 30
Abs 340nm | 0.99 | 1 | 1 | 1.1 | 1 | 1 | 1 | 0.98 | 1 | 1.1
HEK293 NFkB inh | 11 | 11 | 14 | 12 | 18 | 9 | 5 | 10 | 0 | 0
Ecoli tolC | -6 | 23 | -7 | 5 | -14 | -4 | -11 | -11 | -30 | 7
JNK3 blocker | 4 | -10 | · | · | -3 | 0 | -6 | 1 | -2 | 7
NADH coupling | 2% | 4% | 2% | 8% | 1% | 1% | 5% | 9% | 8% | 5%
ROCK2 blocker | 3 | -1 | · | · | -2 | 7 | -4 | 6 | 2 | 4
PKA inh | 4 | 4 | 5 | 6 | -2 | 9 | -5 | -1 | -1 | 5
MMP13 inh | 1 | -3 | 1 | 3 | -11 | -2 | 4 | -6 | -5 | -1
Autofluor 339 | 1.1 | 1.1 | 1.1 | 1.1 | 1 | 1.1 | 1.1 | 1.1 | 1.1 | 1.1

31: COC(=O)c1ccccc1NC(=O)CN(C1CCCCC1)S(C)(=O)=O
32: O=C1c2ccccc2S(=O)(=O)N1CC(O)COc1ccc(Br)cc1 (stereo unspecified)
33: N#Cc1ccc(CSCC(=O)O)cc1
34: CC(=O)c1ccc(NC(=O)C2CCN(S(=O)(=O)c3cccc4cccnc34)CC2)cc1
35: COc1ccc(C2N(C(=O)CN3CCOCC3)CCN2S(=O)(=O)c2ccccc2)cc1 (stereo unspecified)
36: O=C(Cn1c(=O)oc2cc(S(=O)(=O)N3CCCC3)ccc21)Nc1ccc(C(F)(F)F)cc1
37: COc1ccc(CCNC(=O)CCN2C(=O)C(C)Oc3ccc(C)cc32)cc1OC (stereo unspecified)
38: O=C(NC1(C(F)(F)F)NC(=O)N(C2CCCC2)C1=O)C1CC1 (stereo unspecified)
39: CCc1ccc(NC(=O)c2cnc3n(c2=O)CCS3)cc1
40: CC(=O)Nc1ccc(S(=O)(=O)N(CC(=O)O)Cc2ccccc2)cc1

entry no. | 31 | 32 | 33 | 34 | 35 | 36 | 37 | 38 | 39 | 40
Abs 340nm | 1 | 1 | 1 | 1 | 1 | 1 | 0.98 | 1 | 1.1 | 0.98
HEK293 NFkB inh | 10 | 6 | 13 | 3 | 9 | 29 | 8 | 14 | -25 | 3
Ecoli tolC | -4 | 7 | -9 | 10 | -11 | 4 | -12 | -11 | -7 | -18
JNK3 blocker | 6 | -8 | 3 | -2 | 2 | -11 | 3 | 8 | 0 | 3
NADH coupling | 7% | 3% | 8% | 3% | 5% | 2% | 9% | 5% | 0% | 2%
ROCK2 blocker | 4 | 2 | 3 | 8 | 2 | -2 | 3 | 2 | 1 | 3
PKA inh | 2 | -7 | 11 | 12 | 4 | -2 | 4 | 7 | -8 | 8
MMP13 inh | -8 | 0 | 5 | -5 | -6 | -9 | 4 | 3 | 3 | -3
Autofluor 339 | 1.1 | 1.1 | 0.95 | 1 | 1 | 1.9 | 1.1 | 1 | 1.1 | 1

Autofluor 339: hit marks shown above.
item	smiles	Abs 340nm	HEK293 NFkB inh	JNK3 blocker	NADH coupling	ROCK2 blocker	PKA inh	MMP13 inh	Autofluor 339
13	CSc1nnc(-c2cc3ccccc3cc2O)n1C	1.1	-18	·	3%[fluoresces]	·	-4	-25	2.3*
20	C=CCn1cnc2c(c1=O)c1nc3ccccc3nc1n2-c1ccccc1	1.1	18	-3	13%	6	11	-12	2.4*

Individual results from the entries so far:
N#Cc1ccc(CSCC(=O)O)cc1 in PKA inh = 11
CC(=O)Nc1ccc(S(=O)(=O)N(CC(=O)O)Cc2ccccc2)cc1 in HEK293 NFkB inh = 3
CCc1ccc(NC(=O)c2cnc3n(c2=O)CCS3)cc1 in MMP13 inh = 3

(next part)
41: COc1ccccc1N1CCN(CC(=O)Nc2ccc(CN3CCCCC3)cc2)CC1
42: CCOC(=O)c1c(C)n(C)c2ccc(OC)c(NS(=O)(=O)c3ccc(Cl)s3)c12
43: O=C(OCc1nnc(-c2ccccc2)o1)C1=COCCO1
44: CCn1c(CSc2nc(C)cc(C)n2)nnc1SCC(=O)Nc1nc(-c2ccccc2)cs1
45: COCCNC(=O)c1cc2c(-c3ccc(Cl)cc3)nn(C)c2s1
46: CCc1cc(C(=O)OC)c(N2C(=O)C3C4C=CC(C4)C3C2=O)s1 (stereo unspecified)
47: O=C(CCSc1ccccc1)NCCSc1ccccn1
48: COC(=O)C1=C(CSc2nc3ccccc3o2)NC(=O)NC1c1cc(C)ccc1C (stereo unspecified)
49: O=C1CC(c2ccc3c(c2)OCO3)c2cc3c(cc2N1)OCCO3 (stereo unspecified)
50: COC(=O)c1cc(OC)c(OC)cc1NC(=O)c1c(-c2ccccc2Cl)noc1C
51: CC(C)(C)NC(=O)C(c1ccccc1)N(C(=O)c1csnn1)C1CC1 (stereo unspecified)
52: COc1ccc(C2CC(=O)c3cnc(N)nc3C2)c(OC)c1 (stereo unspecified)

entry no. | 41 | 42 | 43 | 44 | 45 | 46 | 47 | 48 | 49 | 50 | 51 | 52
Abs 340nm | 1 | 1.1 | 0.98 | 1 | 1.1 | 1 | 1 | 1 | 1.1 | 1.1 | 1 | 0.98
HEK293 NFkB inh | 9 | 22 | 1 | 13 | 10 | 19 | 1 | 7 | 5 | 25 | 4 | 8
Ecoli tolC | -12 | 19 | -23 | -16 | 18 | 1 | 8 | 86* | -10 | 17 | -29 | 8
JNK3 blocker | 2 | 5 | -3 | -2 | 9 | -13 | -4 | 3 | 3 | -1 | 0 | -2
NADH coupling | 11% | 27% | 3% | 7% | 4%[fluoresces] | 9% | 7% | 3% | 6% | 2% | 5% | 8%
ROCK2 blocker | 4 | -1 | 1 | 2 | 4 | -2 | 5 | 1 | 4 | 0 | 6 | 6
PKA inh | 8 | 0 | 3 | 9 | 8 | -7 | 6 | -1 | 6 | -8 | 2 | 6
MMP13 inh | 0 | -2 | -3 | 2 | -88 | 3 | 1 | 2 | 3 | 0 | 2 | 2
Autofluor 339 | 1.1 | 1.1 | 0.99 | 1.1 | 2.2* | 1.1 | 1.1 | 1.2 | 1.1 | 1.2 | 1.2 | 1.1

Bioassay records deposited in PubChem BioAssay by several laboratories.
